# Screening results (PubChem BioAssay)
# GLP1R cytotox = qHTS of GLP-1 Receptor Inverse Agonists: Cytotox Screen; HEK293 cAMP-luciferase reporter cells, luminescence, 24 h; AID 624418, 2012; actives 0.13% (n = 410,000); Potency, µM (titrated, usually from 38.3 µM), for the others: top-dose activity change, negative = inhibition, most hits filed as inhibitors;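 note: loss of luciferase light is scored as toxicity; potency is the fitted concentration of half-maximal effect; % is set by controls: 0 for no effect and ±100 for the full control effect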
#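 Compound-treated cells are incubated 24 hr at 37 deg C under 5% CO2 after a 12 hour attachment period, then luciferase detection reagent is added and luminescence is measured following 12 min at room temperature; lowered signal indicates toxicity.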
# D3 antag = qHTS of D3 Dopamine Receptor Antagonist: qHTS; D3R cells, DiscoveRx beta-arrestin luminescence, antagonist mode; active compounds read low; max response, negative = inhibition, %; actives 2.5% (n = 360,000); in the data active = max response below about -50%; inconclusive = no clear call, values can overlap the other calls; note: % is set by controls: 0 for no effect and ±100 for the full control effect; mostly tested at two doses, the higher about 12 µM
#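 Cells expressing the human receptor were seeded at 1500 cells/well, incubated overnight at 37 degrees C in 5% CO2, then exposed to library compounds with dopamine controls for 90 minutes at 37 degrees C before luminescent detection.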
# GLP-1R agonist = qHTS of GLP-1 Receptor Agonists; Glucagon-like peptide 1 receptor (Homo sapiens), P43220; HEK293 GLP-1R CRE-luciferase, luminescence, 4-6 h; cells express a hypersensitive GLP-1R form; Potency, µM (top dose mostly 45.6 µM), inactives show top-dose activation, actives largely listed as activators; actives 0.007% (n = 380,000); AID 624172, 2012; note: potency is the fitted concentration of half-maximal effect; % of control where 0% means no effect
# Target sequence (P43220 whole entry, looked up): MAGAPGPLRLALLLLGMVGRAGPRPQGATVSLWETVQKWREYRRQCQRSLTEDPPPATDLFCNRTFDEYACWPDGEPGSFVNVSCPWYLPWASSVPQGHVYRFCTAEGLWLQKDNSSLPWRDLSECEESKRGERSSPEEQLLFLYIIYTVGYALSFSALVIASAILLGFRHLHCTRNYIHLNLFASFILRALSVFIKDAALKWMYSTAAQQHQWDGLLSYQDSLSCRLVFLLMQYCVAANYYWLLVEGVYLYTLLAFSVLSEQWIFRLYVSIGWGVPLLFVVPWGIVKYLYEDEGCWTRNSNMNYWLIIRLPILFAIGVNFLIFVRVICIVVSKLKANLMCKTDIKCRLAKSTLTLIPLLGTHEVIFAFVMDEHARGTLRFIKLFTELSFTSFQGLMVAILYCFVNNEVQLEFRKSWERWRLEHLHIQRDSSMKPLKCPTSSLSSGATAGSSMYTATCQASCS
# GLP1R inv ag = qHTS of GLP-1 Receptor Inverse Agonists (Inhibition Mode); HEK293 GLP-1R CRE-luciferase, luminescence, 24 h; GLP-1R form is constitutively active; Glucagon-like peptide 1 receptor (Homo sapiens), P43220; Potency, µM (series often up to 38.3 µM), for the others: at the top dose activity change, negative = inhibition, usual class: inhibitors; actives 1.6% (n = 410,000); AID 624417, 2012; note: potency is the fitted concentration of half-maximal effect; % is set by controls: 0 for no effect and ±100 for the full control effect; nearly all actives have a fitted effect of over 55% in size
#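 Using stably transfected HEK293 (constitutively active GLP-1R, cAMP-luciferase reporter), compounds were incubated 24 hr and luciferase measured by luminescence.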
# KB-V1 MDR tox = qHTS assay for MDR1-selective chemotherapeutics: Primary screen using the drug-selected MDR subline cells KB-V1 | Potency, µM (series often up to 46.1 µM), for the others: top-dose activity change, negative = cytotoxicity, actives largely listed as cytotoxic | actives 3.4% (n = 400,000) | KB-V1 MDR cells viability, CellTiter-Glo, 72 h | AID 1347076, 2019; note: potency is the fitted concentration of half-maximal effect; % is set by controls: 0 for no effect and ±100 for the full control effect; nearly all actives have a fitted effect of over 60% in size
#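 In this primary screen, KB-V1 cells overexpressing P-gp are incubated with library compounds (lowest to highest concentration) for 72 h at 37 degrees C before a luminescent ATP viability read.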
# aSyn yeast inh = qHTS of alpha-syn Inhibitors | Potency, µM (highest dose often 46.1 µM), for inactives: at the top dose growth rescue (activation), most hits filed as activators | Yeast expressing alpha-synuclein, growth rescue, BacTiter-Glo, 24 h | actives 0.14% (n = 370,000); note: potency is the fitted concentration of half-maximal effect; % of control where 0% means no effect; nearly all actives have a fitted effect of over 65% in size
#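 Readout is rescue of growth in alpha-synuclein-expressing yeast, so inhibitors of toxicity appear as activators. Growth after 24 hr at 30 deg C in galactose medium is quantified by luminescence.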
# PTHR1 ag = qHTS for PTHR1 Agonists: Primary Screen | HEK293 GP2 PTHR1 cells, GloSensor cAMP luminescence, 1 h | Potency, µM (highest dose often 115 µM), inactives show at the top dose activation, actives largely listed as activators | actives 0.075% (n = 410,000); note: potency is the fitted concentration of half-maximal effect; nearly all actives have a fitted effect of over 55% in size; some results filed as inactive show a strong effect at the top dose; inactives centre near -15; many of its hits are not listed in these tables
# Target sequence (Q03431 whole entry, looked up): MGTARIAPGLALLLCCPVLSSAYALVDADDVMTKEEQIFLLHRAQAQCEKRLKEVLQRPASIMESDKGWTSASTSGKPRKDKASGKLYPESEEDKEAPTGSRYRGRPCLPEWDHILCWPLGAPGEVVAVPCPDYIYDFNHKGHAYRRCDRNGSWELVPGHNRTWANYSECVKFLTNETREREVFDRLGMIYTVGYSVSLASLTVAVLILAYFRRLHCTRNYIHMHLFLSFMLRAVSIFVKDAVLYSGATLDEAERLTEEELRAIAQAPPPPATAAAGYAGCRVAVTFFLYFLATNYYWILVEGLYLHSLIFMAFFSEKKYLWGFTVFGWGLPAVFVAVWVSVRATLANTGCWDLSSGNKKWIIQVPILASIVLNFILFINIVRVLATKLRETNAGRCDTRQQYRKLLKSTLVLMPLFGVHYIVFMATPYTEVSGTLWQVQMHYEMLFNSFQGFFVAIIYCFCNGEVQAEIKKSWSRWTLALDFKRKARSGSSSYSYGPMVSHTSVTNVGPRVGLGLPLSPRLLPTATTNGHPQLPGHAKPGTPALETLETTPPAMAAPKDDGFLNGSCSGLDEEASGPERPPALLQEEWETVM
#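 HEK-293-derived GP2 cells expressing PTHR1 and a GloSensor cAMP reporter, 3,000/well, plated overnight, given luciferin plus IBMX (each 0.5 mM as added) for 1 h at 37 °C, then compound for 1 h at 37 °C. Luminescence was read after 15 min at room temperature.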
# D3 ag = qHTS of D3 Dopamine Receptor Agonist: qHTS; D(3) dopamine receptor (Homo sapiens), P35462; D3R DiscoveRx beta-arrestin cells, luminescence, 90 min; max activation, %; actives 0.58% (n = 410,000); AID 652048, 2013; in the data active = max activation above about 30%; note: 0% is about no effect; mostly tested at two doses, the higher about 12 µM
#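 Agonist mode: compounds and dopamine controls were applied to plated cells for 90 min at 37 degrees C after an overnight attachment at 1500 cells/well. Luminescent read-out followed 30 - 60 minutes at room temperature with DiscoveRx detection reagent.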
# TDP-43 yeast inh = qHTS of TDP-43 Inhibitors. TDP-43 expressing yeast growth rescue, BacTiter-Glo, 24 h. Potency, µM (doses to about 46.1 µM), for the others: at the highest dose growth rescue (activation), actives largely listed as activators. actives 1.8% (n = 410,000); note: potency is the fitted concentration of half-maximal effect; % of control where 0% means no effect; nearly all actives have a fitted effect of over 50% in size
#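 Yeast expressing TDP-43 (pregrown in raffinose, seeded at OD600=0.02 in galactose medium) exposed to compounds 24 hr at 30 deg C. Growth read by BacTiter-Glo luminescence; rescue of toxicity appears as increased signal.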
# The depositor's hits bear a star; i = inactive; ? = inconclusive; nt = not tested or not shown; & = joins results of further samples; [ ] = remark or other dose. Unless noted, calls come from the whole dose curve; as a rule, active = well fitted curve in the direction sought with a large enough effect; inconclusive = small, poorly fitted or top-dose-only effect, or another doubt; inactive = no such curve, though single readings can be large; an effect the other way counts as inactive or inconclusive. Not all compounds are listed; rates above refer to the full screens.
SMILES,GLP1R cytotox,D3 antag,GLP-1R agonist,GLP1R inv ag,KB-V1 MDR tox,aSyn yeast inh,PTHR1 ag,D3 ag,TDP-43 yeast inh
CCCCNC(=O)C(=O)c1ccccc1NC(C)=O,50%[activator],7,3%,16%,12%,-1%,i,-4,-6%
CCc1cccc(NC2c3ccccc3C(=O)N2c2cccnc2)c1 (stereo unspecified),-9%,0,8%,?,0%,7%,i,-8,0%
CCN(CC)C(=O)C1CCCN(c2ccc([N+](=O)[O-])cc2/C=N/NC(=O)c2cccc([N+](=O)[O-])c2)C1 (stereo unspecified),18%,15,-3%,-23%,1%,0%,11%,-7,19%
CN(C)c1ccc(C=NCCc2ccc(S(N)(=O)=O)cc2)cc1,-13%,8,-2%,3%,?,4%,-2%,-9,13%
O=C(O)C1C2C=CC(C2)C1C(=O)NC1CCS(=O)(=O)C1 (stereo unspecified),5%,-102*,1%,9%,5%,-3%,4%[57.5 µM],6,-4%
CCCCOc1ccc(C(=O)NCC(c2ccc(Cl)cc2)N2CCOCC2)cc1 (stereo unspecified),6%,nt,nt,?,-7%,nt,i,7,17%
CCOC(=O)c1cnc(-n2nc(C)cc2C)nc1NCc1ccccc1,?,-20,-2%,3.5µM*,0.92µM*,14%,-18%,-4,?
CCOCc1nnc(NC(C)=O)s1,-6%,-11,1%,3%,12%,4%,?,1,3%
CC(C)NC(=O)c1ccccc1S(=O)(=O)c1ccccc1C#N,1%,?,4%,24%,25%,1%,i,3,0%
Cc1cc(C)cc(Nc2nc(-c3ccc(S(=O)(=O)N4CCCC4)cc3)cs2)c1,-18%,5,1%,3.5µM*,?,1%,-64%[inhibitor],-3,16%
COCC(=O)N1CCC(Oc2ccc(C(=O)N3C[C@@H]4CCC[C@H]3C4)cc2)CC1,3%,-7,-2%,-6%,12%,1%,-17%,5,-4%
CCC(C(=O)Nc1ccccc1C(=O)N1CCCC1)N1C(=O)c2ccccc2C1=O (stereo unspecified),-16%,11,-9%,0%,0%,-13%,i,-3,-16%
O=C(COC(=O)c1ccccn1)Nc1ccccc1OC(F)F,-6%,-17,8%,17%,15%,-9%,i,8,-18%[1.82 µM]
Cc1c[n+]([O-])ccc1Oc1ccc([N+](=O)[O-])cc1,1%,-20,13%,24%,-5%,0%,i,-14,15%
CCN(CC)c1ccc(C(=O)OCC(=O)NC2CCCCC2C)cc1 (stereo unspecified),-6%,12,6%,-25%,-20%,-17%,i,0,3%
CCCn1c(N)c(N(CCOC)C(=O)c2cccc(F)c2)c(=O)[nH]c1=O,0%,-9,-1%,4%,5%,0%,19%,-16,?
O=C(Nc1ccccc1)C1Cc2c(-c3ccc(Cl)cc3)ccnc2O1 (stereo unspecified),-1%,3,13%,?,?,4%,-92%[inhibitor],2,13%
C/C(N)=C(/C#N)C(=O)CSc1nc(C2CCCCC2)n(-c2ccccc2)n1,-10%&-10%,4&-3,17%&1%,?,?,0%&-14%,-5%,0&1,6%&19%
Cc1cccc(CN2CCN(C3CN(Cc4cn(Cc5ccccc5)nn4)S(=O)(=O)C3)CC2)c1 (stereo unspecified),0%,1,0%,19%,-18%,0%,-31%[inhibitor],0,10%
Cc1cc(=O)oc2cc(OCC(=O)Nc3ccccc3C(=O)O)ccc12,22%,5,-1%,16%,24%,4%,i,5,-30%
O=C(NCc1ccc2c(c1)OCO2)c1ccc2c(c1)N(Cc1ccc(F)cc1)C(=O)c1ccccc1S2=O (stereo unspecified),-15%,nt,-2%,10%,25%,nt,-32%[inhibitor],-10,22%
Cc1ccc(-c2cc(C(=O)Oc3ccccc3)c3cccc(C)c3n2)cc1,3%,nt,nt,14%,-15%,nt,-28%,-5,13%
COc1cccc(NC(=O)C2(C)CCN2C(=O)Cc2ccc(C(C)C)cc2)c1 (stereo unspecified),-12%,-1,18%,?,3%,13%,-17%,2,28%
Cc1nnc(SCC(=O)NC2CCCC2)n1CCc1ccccc1,1%,5,4%,8%,-2%,2%,-22%,16,9%
Cc1ccc(OCCC(=O)OCC(=O)Nc2ccc(N3CCOCC3)cc2)cc1,15%,3,3%,35%[activator],0%,0%,i,0,-7%

# Results in D3 ag, for some of the entries so far:
Structure	D3 ag
Cc1cccc(CN2CCN(C3CN(Cc4cn(Cc5ccccc5)nn4)S(=O)(=O)C3)CC2)c1 (stereo unspecified)	0
Cc1cc(=O)oc2cc(OCC(=O)Nc3ccccc3C(=O)O)ccc12	5
O=C(NCc1ccc2c(c1)OCO2)c1ccc2c(c1)N(Cc1ccc(F)cc1)C(=O)c1ccccc1S2=O (stereo unspecified)	-10
Cc1ccc(-c2cc(C(=O)Oc3ccccc3)c3cccc(C)c3n2)cc1	-5

# The list continues:
SMILES,GLP1R cytotox,D3 antag,GLP-1R agonist,GLP1R inv ag,KB-V1 MDR tox,aSyn yeast inh,PTHR1 ag,D3 ag,TDP-43 yeast inh
Cc1ccc(C(=O)NCCCNC(=O)c2ccco2)cc1,-5%,16,14%,2%,-14%,?,i,1,-1%
Cc1[nH]nc(SCC(=O)Nc2cccc(O)c2)c1[N+](=O)[O-],-7%,13,12%,-18%,-6%,1%,i,0,-14%
CC(=O)Nc1ccc(NC(=O)C2CC(=O)N=C(N)S2)cc1 (stereo unspecified),-8%,9,-1%,23%,2%,-1%,-4%,6,-7%
CN(C(=O)c1cccc(NC(=O)C2CCN(C(=O)OC(C)(C)C)CC2)c1)C1CCCCC1,-66%,-10,-3%,?,-9%,6%,-95%[inhibitor],4,21%
Cc1ccc(-c2csc(NC(=O)c3ccco3)n2)cc1C,-1%,21,21%,?,14%,-32%[inhibitor],-27%,0,-13%[1.82 µM]
O=C(NC(=S)Nc1ccc(Br)cc1)C1CCCCC1,10%,32,-2%,?,3%,0%,i,9,21%
CCCn1c(N)c(C(=O)CSc2nnc3n2CCCCC3)c(=O)[nH]c1=O,0%,6,-1%,-6%,4%,-3%,-11%,-3,13%
CC1CCN(S(=O)(=O)c2ccc(Cl)cc2Br)CC1,29%,12,11%,0%,-11%,0%,-9%[57.5 µM],-7,9%
NN=C1c2ccccc2C(=O)C1C(=O)C(c1ccccc1)c1ccccc1 (stereo unspecified),5%,-27,-17%,?,3%,-3%,i,-8,21%
CCCCN(CCCC)CCNC(=O)Cn1nc(CC)n2c(cc3sc(C)cc32)c1=O,8%,nt,nt,-11%,nt,nt,-22%,-38,5%
COC(=O)c1cc2c(=O)c3ccccc3oc2nc1/C=C/N(C)C,33%[activator],16,1%,41%[activator],7%,-62%[inhibitor],i,12,-92%[inhibitor]
CC(OC(=O)c1ccc(F)c(S(=O)(=O)N2CCOCC2)c1)C(=O)NCC1CCCCC1 (stereo unspecified),1%,-15,-6%,0%,-22%,-11%,-10%,-6,-2%
Cc1noc(C)c1CSCC(=O)Nc1ccc(OC(F)F)c(Cl)c1,8%,1,11%,?,?,7%,-12%,5,12%
O=C(NCCN1CCOCC1)c1ccc(Cl)c(S(=O)(=O)N2CCCCCC2)c1,-16%,-3,20%,?,-9%,-4%,-20%[57.5 µM],-3,4%
CCN(Cc1ccccc1)Cc1cccc([N+](=O)[O-])c1,-4%,-24,1%,0%,12%,2%,i,-5,2%
COC(=O)C[C@H]1C=C[C@H](NC(=O)Cc2ccccc2)[C@@H](CO)O1,-3%,21,nt,3%,-3%,3.5µM*,i,4,21%
Cc1ccc(NC(=O)CSc2nnc(CCC(=O)O)c(=O)[nH]2)cc1,11%,-3,-2%,39%[activator],26%,0%,i,7,-2%
COc1ccc(C(=O)/C=C/C(=O)N(Cc2ccccc2OC)C(C(=O)NC2CCCCC2)c2ccncc2)c(O)c1 (stereo unspecified),?,0,9%,?,?,16%,i,-40,10%
COc1ccc(N2CCN(CC(=O)c3ccccc3)CC2)cc1,3%,-20,8%,-4%,15%,4%,i,-1,-1%
O=[N+]([O-])c1ccccc1N/N=C/c1cccc(O)c1O,-8%,-8,-3%,4%,3%,-13%,-9%,5,9%
C#CCN(C(=O)C1CCC(=O)N(CCc2cccc(F)c2)C1)C1CCCCC1 (stereo unspecified),-4%,0,22%,10%,?,0%,-26%,-10,23%
CC1=C(C#N)C2C(/C1=N/O)C2(C)C (stereo unspecified),17%,-13,9%,11%,?,1%,-22%,-3,-15%
COCCn1c(SCC(=O)N2CCCCCC2)nnc1-c1ccco1,0%,-10,2%,-4%,-5%,-7%,i,-3,-28%
CCc1ccc(NC(=S)Nc2cccc3cnccc23)cc1,?,-12,2%,?,21µM*,1%,-31%[inhibitor],-2,0%
Cc1nn(C)c(NC(=O)c2ccc(Cl)cc2)c1Cl,-7%,19,0%,-25%,-3%,-5%,i,-1,26%
Cc1ccc(C2CC(C(F)F)n3ncc(C(=O)Nc4cnn(Cc5ccccc5C)c4)c3N2)cc1 (stereo unspecified),-16%,0,-6%,?,4%,11%,i,-4,-1%
CCC(=O)NC(=S)NNC(=O)c1ccc([N+](=O)[O-])cc1,-8%,-15,-11%,5%,-17%,10%,i,1,?
NC(=O)c1ccc(/C=N/O)[n+](Cc2ccccc2)c1,-41%,12,-6%,12%,19%,6%,i,14,3%
O=C(Cn1ncc2c3ccccc3n(Cc3ccccc3)c2c1=O)NCCCN1CCCCC1,-4%,nt,nt,-9%,8%,nt,i,-10,21%

# Some of the entries so far, with bars between the fields:
compound | GLP1R cytotox | D3 antag | GLP-1R agonist | GLP1R inv ag | KB-V1 MDR tox | aSyn yeast inh | PTHR1 ag | D3 ag | TDP-43 yeast inh
O=C(NC(=S)Nc1ccc(Br)cc1)C1CCCCC1 | 10% | 32 | -2% | ? | 3% | 0% | i | 9 | 21%
CCCn1c(N)c(C(=O)CSc2nnc3n2CCCCC3)c(=O)[nH]c1=O | 0% | 6 | -1% | -6% | 4% | -3% | -11% | -3 | 13%
